Assay outcomes deposited in PubChem by several laboratories.
UGM FP inh: Mtb UDP-galactopyranose mutase inhibition; P9WIQ1; purified UGM, fluorescence polarization probe displacement; inhibition, % at 10 µM; 320,000 tested, 0.06% active; in the data active = inhibition above about 10%, passing the limit was not always enough; inconclusive = no clear call, values can overlap the other calls
Rv3671c protease: Rv3671c (M. tuberculosis) protease inhibition; P9WHR9; inhibition, % at 5.96 µM; 320,000 tested, 0.048% active; in the data active = inhibition above about 38%;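 also: extracellular domain of Rv3671c used as enzyme; 0% = enzyme with DMSO and 100% = no enzyme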
Target sequence (P9WHR9 whole entry, looked up, the tested form may be a part): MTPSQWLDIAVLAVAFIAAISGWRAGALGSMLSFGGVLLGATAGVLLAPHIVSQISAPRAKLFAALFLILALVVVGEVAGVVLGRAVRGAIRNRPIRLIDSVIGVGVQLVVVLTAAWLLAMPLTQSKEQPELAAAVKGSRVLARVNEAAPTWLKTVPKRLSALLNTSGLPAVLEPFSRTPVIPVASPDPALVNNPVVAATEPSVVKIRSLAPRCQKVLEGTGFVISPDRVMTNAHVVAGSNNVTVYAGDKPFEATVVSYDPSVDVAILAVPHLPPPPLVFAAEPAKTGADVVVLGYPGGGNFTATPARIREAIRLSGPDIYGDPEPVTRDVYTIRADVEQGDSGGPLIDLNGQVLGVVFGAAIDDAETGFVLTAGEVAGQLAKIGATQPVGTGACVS
BoNT-F LC inh: BoNT F light chain protease inhibition | Multiplex microsphere protease cleavage assay, flow cytometry | inhibition, % at 10 µM | 360,000 tested, 0.22% active; in the data active = inhibition above about 35%, passing the limit was not always enough; inconclusive = no clear call, values can overlap the other calls; also: plate controls were buffer without enzyme for full effect and enzyme alone for no effect
Mtb BioA inh: BioA (M. tuberculosis) enzyme inhibition; AID 602481; purified M. tuberculosis BioA enzyme, plate reader; inhibition, % at 9.99 µM; 360,000 tested, 0.096% active; in the data active = inhibition above about 40%; inconclusive = no clear call, values can overlap the other calls
MazF activator: activators of E. coli MazEF toxin-antitoxin RNase. FAM/BHQ RNA-DNA oligo cleavage fluorescence, 5 h. activation, % at 20 µM. P0AE70. 350,000 tested, 0.32% active. AID 504720; in the data active = activation above about 50%
Target sequence (P0AE70 whole entry, looked up): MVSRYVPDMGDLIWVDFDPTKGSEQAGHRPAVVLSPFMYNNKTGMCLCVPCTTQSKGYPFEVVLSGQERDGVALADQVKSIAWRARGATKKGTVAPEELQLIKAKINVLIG
FadD28 FP inh: inhibitors of Mycobacterium tuberculosis FadD28 bisubstrate binding; FadD28 bisubstrate probe binding, fluorescence polarization; 360,000 tested, 0.22% active; inhibition, % at 12.5 µM; in the data active = inhibition above about 8.5%, passing the limit was not always enough; inconclusive = no clear call, values can overlap the other calls
GDH-TPI counter: GDH-TPI coupled enzyme inhibition counter-screen; GDH-TPI coupled enzyme counterscreen, NADH absorbance; inhibition, % at 4.8 µM; 360,000 tested, 1.2% active; AID 588335;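 also: 0% = DMSO wells and 100% = wells lacking the enzyme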
CCHF vOTU inh: blocks the CCHF virus ovarian tumor domain protease; CCHFV vOTU protease, Pep-AMC fluorescence; inhibition, % at 11.5 µM; 370,000 tested, 0.55% active; also: 0% = vehicle wells with enzyme and 100% = no enzyme wells
VHR inh abs: DUSP3 (human) phosphatase inhibition; recombinant VHR phosphatase, pNPP absorbance; inhibition, % at 13.3 µM; AID 1654; 290,000 tested, 0.52% active; in the data active = inhibition above about 50%; also: some compounds called inactive have numbers as strong as hits
Target sequence (P51452 whole entry, looked up): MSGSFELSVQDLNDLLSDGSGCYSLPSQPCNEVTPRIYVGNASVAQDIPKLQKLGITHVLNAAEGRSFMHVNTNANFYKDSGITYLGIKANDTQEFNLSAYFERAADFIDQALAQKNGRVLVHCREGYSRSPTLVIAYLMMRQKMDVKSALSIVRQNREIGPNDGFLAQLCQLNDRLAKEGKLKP
Mtb FBA inh: inhibits M. tuberculosis FBA enzyme. P9WQA3. purified M. tuberculosis FBA, fluorescence read-out. inhibition, % at 1 µM. 360,000 tested, 2.3% active. AID 588726; in the data active = inhibition above about 27%;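 also: 0% = vehicle and 100% = reference inhibitor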
Target sequence (P9WQA3 whole entry, looked up): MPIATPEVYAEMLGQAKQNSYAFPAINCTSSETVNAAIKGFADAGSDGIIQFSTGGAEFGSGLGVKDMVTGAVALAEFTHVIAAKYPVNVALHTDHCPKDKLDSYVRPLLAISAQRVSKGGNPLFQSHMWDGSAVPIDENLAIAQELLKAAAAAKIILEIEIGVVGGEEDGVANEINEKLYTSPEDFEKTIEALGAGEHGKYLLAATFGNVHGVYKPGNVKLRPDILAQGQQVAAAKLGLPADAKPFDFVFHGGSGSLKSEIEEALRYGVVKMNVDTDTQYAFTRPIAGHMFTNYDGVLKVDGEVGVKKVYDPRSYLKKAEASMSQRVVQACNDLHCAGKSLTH
* hit, by the source's call. Rule as the data show it, unless noted: active = inhibition above about 30%; inactive = the rest. Compounds as they come; about 4.9% have a hit in one of these screens.

For NC1=NC[C@@H](Cc2ccc(O)cc2)N1CCC12CC3CC(CC(C3)C1)C2 the results were UGM FP inh -0.4, Rv3671c protease -7, BoNT-F LC inh 2, Mtb BioA inh 3.4, MazF activator -1, FadD28 FP inh -2.7, GDH-TPI counter 7, CCHF vOTU inh 12 and Mtb FBA inh 3.
C/C(=N/NS(C)(=O)=O)c1ccc2ccccc2c1 was read as UGM FP inh 0.9, Rv3671c protease 6, BoNT-F LC inh 3, Mtb BioA inh -0.6, MazF activator 4, FadD28 FP inh -1.0, GDH-TPI counter 1, CCHF vOTU inh -8, VHR inh abs 27 and Mtb FBA inh 2.
`COc1ccc(OCCNC(=O)c2ccc(C)cc2)cc1` gave UGM FP inh -0.8, Rv3671c protease 1, BoNT-F LC inh 10, Mtb BioA inh 1.0, MazF activator 5, GDH-TPI counter -3, CCHF vOTU inh -6, VHR inh abs -3 and Mtb FBA inh -3.
Cc1cnc(C(=O)OCC(=O)N2CCc3ccccc32)cn1 was read as UGM FP inh -4.4, Rv3671c protease -14, BoNT-F LC inh 1, MazF activator 7, FadD28 FP inh -1.6, GDH-TPI counter 14, CCHF vOTU inh -10, VHR inh abs 29 and Mtb FBA inh 69*.
CCc1sc(C(=O)Nc2cc(S(=O)(=O)N3CCOCC3)ccc2OC)cc1C was read as UGM FP inh -2.1, Rv3671c protease 7, BoNT-F LC inh -7, Mtb BioA inh -1.9, MazF activator -25, FadD28 FP inh 0.2, GDH-TPI counter 5, CCHF vOTU inh 10 and Mtb FBA inh 1.
`O=C(NC1CC1)c1c(O)c2ccccc2[nH]c1=O` gave UGM FP inh 2.1, BoNT-F LC inh 33, Mtb BioA inh -2.1, MazF activator -3, FadD28 FP inh -3.4, GDH-TPI counter 8, CCHF vOTU inh -11, VHR inh abs -2 and Mtb FBA inh -1.
For O=C(CNC(=S)N(Cc1ccccc1)Cc1cccs1)NCc1ccc(F)cc1 the results were BoNT-F LC inh 2, MazF activator -8, FadD28 FP inh -9.0, GDH-TPI counter -2, CCHF vOTU inh 15, VHR inh abs 18 and Mtb FBA inh 0.
`CCN(CC(=O)Nc1cc(Cl)ccc1C)C(=O)Cc1ccsc1` gave UGM FP inh 0.4, Rv3671c protease 8, BoNT-F LC inh -13, Mtb BioA inh 3.4, MazF activator 5, FadD28 FP inh -1.5, GDH-TPI counter -5, CCHF vOTU inh 1 and Mtb FBA inh -1.
Cc1cccc(NC(=O)NC2(C(=O)NCc3ccco3)CCCCC2)c1 was read as UGM FP inh -1.3, Rv3671c protease -6, BoNT-F LC inh -5, Mtb BioA inh -4.8, MazF activator 0, FadD28 FP inh -0.2, GDH-TPI counter 9, CCHF vOTU inh 14, VHR inh abs -15 and Mtb FBA inh -1.
COc1cc(/C=C(\C#N)C(=O)Nc2cccc(C(=O)O)c2)ccc1OCc1ccc(Cl)cc1 was read as UGM FP inh 1.8, Rv3671c protease -10, BoNT-F LC inh -2, Mtb BioA inh -1.3, MazF activator -42, FadD28 FP inh -2.5, GDH-TPI counter 16, CCHF vOTU inh -2, VHR inh abs 20 and Mtb FBA inh -2.
`Cc1cc(=O)n(CCCc2ccccc2)[nH]1` gave UGM FP inh -1.8, Rv3671c protease -58, BoNT-F LC inh 0, Mtb BioA inh -0.9, MazF activator -5, FadD28 FP inh 1.0, GDH-TPI counter 13, CCHF vOTU inh 3 and Mtb FBA inh 4.
For Cc1c(Cl)cccc1NC(=O)[C@@H](NC(=O)c1ccccc1Cl)C(C)C the results were UGM FP inh 1.2, Rv3671c protease -3, BoNT-F LC inh -7, MazF activator -6, FadD28 FP inh -0.2, GDH-TPI counter -3, CCHF vOTU inh 6, VHR inh abs -10 and Mtb FBA inh 0.
Screening CCNS(=O)(=O)c1ccc(NC(=O)Cn2cc([N+](=O)[O-])cn2)cc1 returned UGM FP inh 3.3, Rv3671c protease -9, BoNT-F LC inh 6, MazF activator 2, FadD28 FP inh -2.1, GDH-TPI counter 4, CCHF vOTU inh -15, VHR inh abs 8 and Mtb FBA inh 4.
Screening CCC(C(=O)NC1CCN(C)CC1)c1ccccc1 (stereo not drawn) returned UGM FP inh -0.9, Rv3671c protease 2, BoNT-F LC inh 12, Mtb BioA inh -0.7, MazF activator -7, FadD28 FP inh -2.3, GDH-TPI counter 0, CCHF vOTU inh 7, VHR inh abs 32 and Mtb FBA inh 0.
For C=CCc1ccc(OC(=O)NC2CCCCC2)c(OC)c1 the results were UGM FP inh 3.9, Rv3671c protease 1, BoNT-F LC inh 6, Mtb BioA inh 1.0, MazF activator 3, FadD28 FP inh -2.3, GDH-TPI counter -5, CCHF vOTU inh 9, VHR inh abs 17 and Mtb FBA inh 2.
Screening Cn1c(=O)c2c(nc(Oc3ccc4c(c3)OCO4)n2Cc2ccc(Cl)cc2)n(C)c1=O returned UGM FP inh 1.7, Rv3671c protease 7, BoNT-F LC inh 3, Mtb BioA inh -1.8, MazF activator 3, FadD28 FP inh -0.6, GDH-TPI counter 6, CCHF vOTU inh 15, VHR inh abs -13 and Mtb FBA inh 0.
For C=CCN1C(=O)/C(=C\c2ccc(Cl)cc2)N=C1SCC(=O)NC1CCCCC1 the results were UGM FP inh -1.7, Rv3671c protease -3, BoNT-F LC inh -12, Mtb BioA inh -1.3, MazF activator 3, FadD28 FP inh -2.0, GDH-TPI counter 0, VHR inh abs 16 and Mtb FBA inh 3.
`CCS(=O)(=O)Nc1ccc(-c2cc(-c3ccccc3)c3cc(C)ccc3n2)cc1` gave UGM FP inh 1.9, Rv3671c protease -128, BoNT-F LC inh -10, MazF activator -3, FadD28 FP inh -2.0, GDH-TPI counter 8, CCHF vOTU inh 9, VHR inh abs 7 and Mtb FBA inh 18.
`Cc1ccc(C(=O)Nc2scc(-c3ccccc3)c2C(=O)O)o1` gave UGM FP inh 0.3, Rv3671c protease 5, BoNT-F LC inh -8, MazF activator 3, FadD28 FP inh 0.7, GDH-TPI counter 15, CCHF vOTU inh -4, VHR inh abs 26 and Mtb FBA inh 18.
CC(=O)Nc1nonc1NC(=O)c1ccc(C(C)(C)C)cc1 was read as UGM FP inh -1.9, Rv3671c protease -9, BoNT-F LC inh -9, Mtb BioA inh 1.3, MazF activator 9, FadD28 FP inh 0.6, GDH-TPI counter -4, CCHF vOTU inh 3, VHR inh abs 17 and Mtb FBA inh -3.
`CC1(C)Cc2c(cnn2-c2ccc(F)cc2)C(NC(=O)c2ccco2)C1` (stereo not drawn) gave UGM FP inh -1.0, Rv3671c protease -4, BoNT-F LC inh 4, Mtb BioA inh 2.6, MazF activator 6, FadD28 FP inh -2.3, GDH-TPI counter -2, CCHF vOTU inh 1, VHR inh abs 33 and Mtb FBA inh 0.
For CC(C)n1c(-c2ccc(C(C)(C)C)cc2)n[nH]c1=S the results were UGM FP inh 3.4, Rv3671c protease 4, BoNT-F LC inh 20, Mtb BioA inh 0.0, MazF activator -2, FadD28 FP inh 0.4, GDH-TPI counter 5, CCHF vOTU inh 19, VHR inh abs 21 and Mtb FBA inh 1.
For Cc1ccc(C(=O)C2CCN(CC(=O)NCc3ccc(F)cc3)CC2)cc1 the results were UGM FP inh -0.4, Rv3671c protease -8, BoNT-F LC inh 12, Mtb BioA inh -1.1, MazF activator 7, FadD28 FP inh -0.1, GDH-TPI counter 1, CCHF vOTU inh 4, VHR inh abs 53* and Mtb FBA inh -1.
For COc1ccc(CN2C(=O)c3cccnc3C2=O)cc1S(=O)(=O)NC1CCCCC1C (stereo not drawn) the results were UGM FP inh 2.1, Rv3671c protease 8, BoNT-F LC inh -9, Mtb BioA inh -1.0, MazF activator 4, FadD28 FP inh -2.5, GDH-TPI counter 5, CCHF vOTU inh -15, VHR inh abs 2 and Mtb FBA inh 0.
CCOC(=O)c1sc(/N=C/C2=C(O)CC(C)(C)CC2=O)c(C(=O)OCC)c1C was read as UGM FP inh 0.4, Rv3671c protease 3, BoNT-F LC inh -1, MazF activator -10, FadD28 FP inh 2.2, GDH-TPI counter 8, CCHF vOTU inh -2, VHR inh abs 9 and Mtb FBA inh -2.
`CCCNC(=O)c1c(Cl)cnn1-c1ccc(C)cc1` gave UGM FP inh -0.5, Rv3671c protease 3, BoNT-F LC inh -1, Mtb BioA inh -0.5, MazF activator 2, FadD28 FP inh -1.7, GDH-TPI counter 8, CCHF vOTU inh 5, VHR inh abs 17 and Mtb FBA inh 0.
`CC(=O)OCC[C@H](NS(=O)(=O)OCC(Cl)(Cl)Cl)c1ccccc1` gave UGM FP inh 0.0, Rv3671c protease 2, BoNT-F LC inh 7, Mtb BioA inh 0.5, MazF activator -9, FadD28 FP inh 0.3, GDH-TPI counter 3, CCHF vOTU inh 11, VHR inh abs 28 and Mtb FBA inh 1.
For CCCCCCN1C[C@@H](n2cc(C3CC3)nn2)[C@H](O)C[C@@H]1c1ccc(OC)cc1 the results were BoNT-F LC inh -3, Mtb BioA inh 4.1, MazF activator 6, FadD28 FP inh -4.5, GDH-TPI counter -1, CCHF vOTU inh 17 and Mtb FBA inh 0.
`Cc1ccc2oc(=O)c3cnn(CC(=O)NCCC(C)C)c3c2c1` gave UGM FP inh 1.3, Rv3671c protease 5, BoNT-F LC inh -9, Mtb BioA inh -2.9, MazF activator 15, FadD28 FP inh 1.4, GDH-TPI counter 11, CCHF vOTU inh -5, VHR inh abs -9 and Mtb FBA inh 3.
Screening CC(=O)Nc1ccc(NC(=O)C(C)NC(C)c2cccc3ccccc23)cc1 (stereo not drawn) returned UGM FP inh 0.2, Rv3671c protease -2, BoNT-F LC inh 4, Mtb BioA inh 0.3, MazF activator 3, FadD28 FP inh -2.1, GDH-TPI counter 7, CCHF vOTU inh 10, VHR inh abs 11 and Mtb FBA inh 2.
Screening COc1ccc(NC(=O)CSc2nc3[nH]c(=O)cc(O)c3s2)c(OC)c1 returned UGM FP inh 0.8, Rv3671c protease 6, BoNT-F LC inh -4, Mtb BioA inh 0.7, MazF activator -1, FadD28 FP inh -3.9, GDH-TPI counter 12, CCHF vOTU inh 10 and Mtb FBA inh 0.
For Cc1ccc(OCC(=O)N(Cc2ccc(N(C)C)cc2)C2CCS(=O)(=O)C2)cc1C (stereo not drawn) the results were UGM FP inh -0.5, Rv3671c protease 7, BoNT-F LC inh inconclusive, Mtb BioA inh -4.8, MazF activator -2, FadD28 FP inh -1.3, GDH-TPI counter 7, CCHF vOTU inh -7, VHR inh abs 9 and Mtb FBA inh 2.
`COCCNc1nc(N)c([N+](=O)[O-])c(NC2CCCCC2)n1` gave UGM FP inh 2.2, Rv3671c protease 6, BoNT-F LC inh -14, Mtb BioA inh 0.7, MazF activator 4, FadD28 FP inh 0.0, GDH-TPI counter 21, CCHF vOTU inh 3 and Mtb FBA inh 4.
`O=C(NCCCN1CCOCC1)c1ccc(Cl)c(S(=O)(=O)N2CCCCCC2)c1` gave UGM FP inh 1.0, Rv3671c protease -2, BoNT-F LC inh -5, Mtb BioA inh -1.0, MazF activator -4, FadD28 FP inh -4.3, GDH-TPI counter 4, CCHF vOTU inh -2, VHR inh abs 22 and Mtb FBA inh 1.
`O=C1C=C(c2ccc(F)cc2OCc2ccccc2)C[C@@H](c2ccc(Cl)cc2)C1` gave UGM FP inh -0.1, Rv3671c protease -1, BoNT-F LC inh 6, Mtb BioA inh -0.1, MazF activator 6, FadD28 FP inh -0.4, GDH-TPI counter 6, CCHF vOTU inh 3 and Mtb FBA inh 3.

An excerpt from above in order of length of the SMILES, descending.
CCOC(=O)c1sc(/N=C/C2=C(O)CC(C)(C)CC2=O)c(C(=O)OCC)c1C was read as UGM FP inh 0.4, Rv3671c protease 3, BoNT-F LC inh -1, MazF activator -10, FadD28 FP inh 2.2, GDH-TPI counter 8, CCHF vOTU inh -2, VHR inh abs 9 and Mtb FBA inh -2.
Screening COc1ccc(NC(=O)CSc2nc3[nH]c(=O)cc(O)c3s2)c(OC)c1 returned UGM FP inh 0.8, Rv3671c protease 6, BoNT-F LC inh -4, Mtb BioA inh 0.7, MazF activator -1, FadD28 FP inh -3.9, GDH-TPI counter 12, CCHF vOTU inh 10 and Mtb FBA inh 0.
`Cc1ccc2oc(=O)c3cnn(CC(=O)NCCC(C)C)c3c2c1` gave UGM FP inh 1.3, Rv3671c protease 5, BoNT-F LC inh -9, Mtb BioA inh -2.9, MazF activator 15, FadD28 FP inh 1.4, GDH-TPI counter 11, CCHF vOTU inh -5, VHR inh abs -9 and Mtb FBA inh 3.
